High-throughput results (PubChem)
BCLXL inh = inhibitors of human Bcl-xL; AID 2129; GST-Bcl-xL / FITC-Bim BH3 peptide fluorescence polarization; 320,000 tested, 0.7% active; Q07817; inhibition, % at 10.9 µM;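 active = inhibition above the mean of all tested compounds plus 3 SD, cutoff set per campaign, cut at about 30% in these data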;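 note: 0% = DMSO wells and 100% = unlabeled Bim-BH3 peptide competitor; inhibitors lower millipolarization by displacing the labeled peptide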
AGP1 TOR yeast = yeast TOR pathway AGP1-GFP modulation; 320,000 tested, 0.02% active; GFP response vs DMSO, % at 10 µM; S. cerevisiae AGP1-GFP multiplex flow cytometry, 3 h; GFP as percent of DMSO wells;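 active = GFP response relative to DMSO above a set limit, near screen average plus 3 SD, cut at about 150% in these data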;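 note: median GFP channel fluorescence of the gated AGP1 strain per well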
VLA-4 inh = inhibition in a human VLA-4 binding assay. VLA-4 expressing cells, ligand binding flow cytometry. inhibition, % (about 7 µM as worked out from the volumes in the protocol). 330,000 tested, 0.2% active. AID 2557; in the data active = inhibition above about 50%
MEX-5 binding = C. elegans MEX-5 TCR-2 RNA binding activity | MEX-5/FITC-TCR2 RNA binding, fluorescence polarization; hits give low values | activity score (negative = inhibition of binding), % at 10 µM | 300,000 tested, 0.38% active;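 active = inhibition past about -25% in most replicates, and total fluorescence under double the plate's negative control median, limit read from the data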;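 note: 0% = DMSO and -100% = 5 µM competing unlabeled TCR2 RNA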
Target sequence (Q9XUB2 whole entry, looked up): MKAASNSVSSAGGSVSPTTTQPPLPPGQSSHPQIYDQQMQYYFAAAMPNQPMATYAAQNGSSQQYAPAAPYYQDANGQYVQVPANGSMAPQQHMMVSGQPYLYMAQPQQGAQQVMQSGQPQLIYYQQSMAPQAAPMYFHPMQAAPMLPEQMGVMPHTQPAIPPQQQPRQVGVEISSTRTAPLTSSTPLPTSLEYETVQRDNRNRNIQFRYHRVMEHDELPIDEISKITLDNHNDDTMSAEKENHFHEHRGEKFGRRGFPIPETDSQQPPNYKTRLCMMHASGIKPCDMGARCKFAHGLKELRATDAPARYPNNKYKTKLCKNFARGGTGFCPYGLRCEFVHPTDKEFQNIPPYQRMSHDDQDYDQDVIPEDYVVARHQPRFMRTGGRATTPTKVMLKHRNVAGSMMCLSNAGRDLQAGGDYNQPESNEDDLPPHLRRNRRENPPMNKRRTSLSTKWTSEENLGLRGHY
GRK2 aptamer HTS = inhibitors of human GRK2 displacing RNA aptamer; P25098; bead flow cytometry, FAM-aptamer displacement from GRK2; inhibition of aptamer binding, % at 10 µM; 330,000 tested, 0.59% active;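 active = inhibition of aptamer binding above 40%, roughly 3 SD of noise, on plates passing a quality check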;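 note: median bead fluorescence of bound FAM aptamer so fluorescent compounds give negative values; no value below 0 was filed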
GLD-1 RNA inh = GLD-1-TGE RNA interaction inhibition (C. elegans) | Q17339 | purified GLD-1 + fluorescein TGE RNA, fluorescence polarization | inhibition, % at 5.96 µM | 320,000 tested, 0.44% active | AID 2280;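 active = percent inhibition above a per-plate cutoff, the plate mean of test compounds plus 3 SD, cut at about 30% in these data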;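 note: 0% = DMSO wells with GLD-1 and probe and 100% = wells lacking GLD-1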
Target sequence (Q17339 whole entry, looked up): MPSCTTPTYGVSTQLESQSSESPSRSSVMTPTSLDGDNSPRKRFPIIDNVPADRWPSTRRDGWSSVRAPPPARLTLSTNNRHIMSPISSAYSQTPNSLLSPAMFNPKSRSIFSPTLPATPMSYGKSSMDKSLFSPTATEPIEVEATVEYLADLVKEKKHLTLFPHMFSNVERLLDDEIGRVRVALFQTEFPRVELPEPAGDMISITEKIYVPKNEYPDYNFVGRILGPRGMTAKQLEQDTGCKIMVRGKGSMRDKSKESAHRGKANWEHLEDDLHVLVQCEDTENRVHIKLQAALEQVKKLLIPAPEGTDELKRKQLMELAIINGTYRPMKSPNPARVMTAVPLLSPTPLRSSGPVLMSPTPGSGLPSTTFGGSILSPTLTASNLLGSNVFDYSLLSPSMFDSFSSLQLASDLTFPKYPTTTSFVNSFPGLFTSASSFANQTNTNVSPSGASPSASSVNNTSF
CR mimetic SO = lowers age-related superoxide in aged yeast cells; S. cerevisiae aged cells, superoxide DHE fluorescence; hits give low values; superoxide response (% of plate mean), % at 10 µM; 330,000 tested, 0.18% active; AID 2690;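 active = superoxide response under a set limit, about three screen SD below normal, cut at about 65% in these data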;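 note: yeast aged for seven days with compound at 30 °C before DHE staining; 100% = average MFI of all compound-treated wells on the plate with controls excluded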
CIT2 TOR yeast = modulators of TOR pathway CIT2-GFP in S. cerevisiae. S. cerevisiae CIT2-GFP strain, flow cytometry, 3 h; 100 means same as DMSO wells. GFP response vs DMSO, % at 10 µM. 320,000 tested, 0.065% active;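 active = GFP response relative to DMSO above a set limit, near the screen mean plus 3 SD, cut at about 150% in these data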;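 note: ratio of well median GFP fluorescence to mean of DMSO wells on the plate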
MCL1-BIM inh = MCL1-BIM-BH3 interaction inhibition (human). GST-MCL1 / FITC-Bim-BH3 fluorescence polarization. inhibition, % at 10.9 µM. Q07820. 320,000 tested, 0.68% active;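 active = inhibition above the mean inhibition of all tested compounds plus 3 SD, set per campaign, cut at about 40% in these data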;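 note: 0% = DMSO wells and 100% = unlabeled Bim-BH3 peptide control; higher means more loss of mP so more displacement of Bim peptide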
The depositor's hits bear a star; . = not tested or not shown.

SMILES	BCLXL inh	AGP1 TOR yeast	VLA-4 inh	MEX-5 binding	GRK2 aptamer HTS	GLD-1 RNA inh	CR mimetic SO	CIT2 TOR yeast	MCL1-BIM inh
COc1ccc(Cl)cc1NC(=O)Nc1ccc(C(=O)N2CCCC2)cc1	6	100	-8	-3.5	0	-3	109	108	2
COc1cccc(-c2cc(C(F)(F)F)n3ncc(C(=O)O)c3n2)c1	3	86	-5	-3.1	0	4	103	91	-4
OC(COC(c1ccc(F)cc1)c1ccc(F)cc1)CN1CCCC1 (stereo not given)	0	98	-2	-1.4	0	4	82	100	-3
Cc1ccc(C(=O)n2cnnc2N)cc1	1	93	5	1.1	0	2	100	.	-2
O=[N+]([O-])c1cccc(N2Cc3ccccc3C2)c1	-3	96	10	-9.9	24	-1	114	86	-3
CCOC(=O)c1ccc(NC(=O)CCSCCc2ccccn2)cc1	1	106	-16	0.6	2	0	99	106	17
CCOC(=O)C1(Cc2cccc(F)c2)CCN(Cc2cnn(CC)c2C)CC1	5	97	4	-2.1	1	-1	103	.	-2
Cc1cccc(C)c1NC(=O)CN(C)C(=O)c1ccccc1Cc1ccccc1	4	102	-4	-3.7	2	6	100	98	-2
O=C(CN1C(=O)NC2(CCCCC2)C1=O)NCCCSc1ccccc1	-3	104	16	.	0	2	101	93	-13
COc1ccc(Cl)cc1NC(=O)NCc1ccccn1	4	101	5	2.1	3	-2	97	108	-1
Cc1cccc(C(=O)N(Cc2nc3ccccc3c(=O)[nH]2)C2CCCCC2)c1	0	105	16	1.1	0	-7	105	88	2
Cc1cc(NC(=O)CSc2nnc(NCc3ccco3)s2)no1	0	92	19	.	3	9	117	92	-6
N#Cc1cc2ccccc2nc1SCC(=O)Nc1ccc(S(=O)(=O)N2CCCC2)cc1	-12	101	9	3.2	0	45*	100	100	-26
CCc1cc(C)cc(OCCNC(=O)c2ncn[nH]2)c1	-4	92	5	3.8	0	5	105	95	-6
Cc1ccc(F)cc1NC(=O)CCC(=O)c1cccs1	7	99	3	-0.6	2	3	87	93	2
O=C(/C=C/c1ccco1)N1CCN(c2ccc(F)cc2)CC1	2	89	1	-0.1	1	-7	117	81	8
COc1cc(NC(=O)Cn2cnc3c(nc4n3CCCCC4)c2=O)cc(OC)c1OC	-2	106	-4	-3.8	1	5	102	110	-5
Cc1cccc(N(CC(=O)NCc2ccco2)C(=O)CCC(=O)Nc2nccs2)c1C	4	88	-6	0.6	2	-2	102	94	-1
Nc1ccc(S(=O)(=O)NC2=NCCCCC2)cc1	7	105	-9	1.5	0	4	83	100	5
Cc1cc(C)n(-c2ccc(C(=O)OCC(=O)Nc3ccc(S(N)(=O)=O)cc3)cc2)n1	.	101	-1	.	0	-10	117	97	.
O=C1c2oc3ccc(F)cc3c(=O)c2C(c2ccccc2)N1CC1CCCO1 (stereo not given)	-4	96	10	1.0	0	7	113	88	-2
Cc1cc(=O)n2[nH]c(CCC(=O)O)nc2n1	4	102	4	1.0	2	6	101	93	0
CC1CCc2cc(F)ccc2N1C(=O)CSc1nnc2c(n1)[nH]c1ccc(F)cc12 (stereo not given)	8	97	-2	-0.4	1	1	137	91	3
Cc1cc(C)cc(NC(=O)C2CCCN2S(=O)(=O)c2ccc3c(c2)n(C)c(=O)c(=O)n3C)c1 (stereo not given)	-1	107	15	-2.0	2	2	98	100	3
COc1cc(OC)c(C2C3=C(CCCC3=O)Nc3nc4ccccc4n32)cc1OC (stereo not given)	2	103	4	-2.7	1	3	105	106	2
Remaining list, next part.
SMILES	BCLXL inh	AGP1 TOR yeast	VLA-4 inh	MEX-5 binding	GRK2 aptamer HTS	GLD-1 RNA inh	CR mimetic SO	CIT2 TOR yeast	MCL1-BIM inh
Clc1ccc(CN2CCCCCC2)cc1	-1	95	1	1.9	0	5	84	98	4
CCOc1ccc(/C=C(/NC(=O)c2ccc(Cl)cc2)C(=O)O)cc1OCC	3	101	8	-2.5	2	-9	95	87	-2
Cc1ccccc1NC(NC(=O)c1cccnc1)C(Cl)(Cl)Cl (stereo not given)	5	100	4	-0.2	3	-2	100	99	-2
Cc1cc(C)n(-c2nnc(NCc3ccc(Cl)cc3)nn2)n1	1	96	-6	-0.8	2	2	80	90	8
Cc1cc(F)ccc1NC(=O)CCCN(C)S(=O)(=O)c1ccc(F)cc1	-1	102	-3	-0.8	0	2	93	104	2
Cc1[nH]c2ccccc2c1C(=O)COC(=O)c1c(-c2ccccc2Cl)noc1C	4	101	8	0.2	0	12	105	100	9
O=C(NCC1COc2ccccc2O1)C1C2C=CC3(CN(Cc4cccs4)C(=O)C13)O2 (stereo not given)	-3	106	1	-0.4	2	8	97	101	-1
CN1CCN(c2nc3c(c(=O)n(C)c(=O)n3C)n2Cc2ccc(F)cc2)CC1	7	86	9	-3.1	0	3	103	94	1
CCN(CC)CCN1C(=O)C(=O)/C(=C(/O)c2ccc(S(=O)(=O)N3CCOCC3)cc2)C1c1ccccc1 (stereo not given)	0	107	12	0.7	3	2	97	100	3
COc1cc(S(=O)(=O)N2CCOCC2)cc(C(=O)OCC(=O)NCc2ccco2)c1OC	-5	93	0	.	2	5	87	97	-5
CNC(=S)Nc1cccc(Cl)c1C	9	.	2	0.2	1	-4	88	91	8
Cc1ccc(-n2c(N)c(C(=O)NCc3ccco3)sc2=S)cc1	2	90	6	0.3	8	4	108	90	14
COc1cccc(/C=N/NC(=O)CN(CCc2ccccc2)S(=O)(=O)c2ccc(NC(C)=O)cc2)c1	2	93	8	1.5	0	5	102	100	-8
COc1ccc(NS(=O)(=O)c2cc(NC(=O)COc3ccccc3)ccc2N2CCOCC2)cc1	.	98	6	.	1	-6	101	99	.
O=C(/C=C/c1ccccn1)c1cc(Cl)cc(Cl)c1O	12	104	23	-1.0	0	4	99	105	8
COC(=O)NC(C)N1C(=O)C2C3C=CC(C3)C2C1=O (stereo not given)	-2	98	33	0.5	0	4	86	98	6
COc1cc(OC)c(N(C)S(=O)(=O)c2cccc(C(=O)Nc3nccs3)c2)cc1Cl	.	104	5	.	1	3	84	104	.
Cc1cccc(NC(=O)c2nc[nH]c2C(=O)Nc2ccccc2[N+](=O)[O-])c1	-2	105	5	1.7	0	5	110	105	8
COc1ccc2c(c1)c(C(=O)CN1CCCCC1)c(C)n2C	3	108	-12	-1.3	0	4	120	114	-5
Cc1cc2nc(-c3ccc[nH]c3=O)n(Cc3ccc(F)cc3)c2cc1C	4	102	13	2.4	2	0	95	101	2
Cc1cc(C)n2nc(SCC(=O)NC(=O)NCc3ccco3)nc2n1	4	102	0	0.6	2	8	85	106	2
Cc1nn2c(-c3ccc(F)cc3)ccnc2c1Br	0	91	4	-2.3	0	5	77	97	-6
CCOC(=O)c1cc(-c2ccccc2)sc1NC(=O)CN1C(=O)NC(CC)(c2ccccc2)C1=O (stereo not given)	0	104	-6	2.1	0	2	104	97	3
COc1nccnc1NS(=O)(=O)c1ccc(NCc2ccccc2O)cc1	6	106	2	-1.2	0	10	97	103	2
CC1CCCCN1C(=O)CSc1nc2c(c(=O)n(C)c(=O)n2C)n1C (stereo not given)	4	103	-1	-1.5	0	-6	92	100	6
Later entries:
SMILES	BCLXL inh	AGP1 TOR yeast	VLA-4 inh	MEX-5 binding	GRK2 aptamer HTS	GLD-1 RNA inh	CR mimetic SO	CIT2 TOR yeast	MCL1-BIM inh
O=C(CCN1CCOCC1)N1CCCC(Nc2cccc(F)c2)C1 (stereo not given)	1	99	-6	2.7	0	5	100	100	0
CCOC(=O)c1[nH]c(C)c(C(=O)NCc2ccc(OC)cc2)c1C	-1	106	-1	2.3	1	3	93	101	1
CCn1c(SCC(=O)NCCc2ccc(OC)c(OC)c2)nc2c1c(=O)n(C)c(=O)n2C	6	110	6	1.0	2	2	86	106	11
O=C(NNS(=O)(=O)c1ccccc1F)c1ccccc1-n1cccc1	1	84	-10	1.8	0	5	120	97	-1
O=S(=O)(N/N=C/c1c(F)cccc1Cl)c1ccccc1	2	104	18	-0.4	2	4	92	95	-5
Cc1ccc(S(=O)(=O)CCC(=O)OCC(=O)N(C)CC(=O)Nc2ccc(F)cc2)cc1	2	99	19	-2.5	1	0	94	91	-4
O=C(c1ccc(-n2cccc2)cc1)N1CCCCC1	10	98	2	-0.5	0	4	95	93	0
Brc1cc2c(cc1Cn1c(-c3cncs3)nc3ccccc31)OCO2	2	.	26	-0.5	0	4	98	97	1
O=C(Cn1nc([N+](=O)[O-])nc1Br)NC(c1ccccc1)c1ccccc1	1	100	9	-0.9	1	3	111	99	-8
O=[N+]([O-])c1cccc(N/N=C/c2cccc3ccccc23)c1	11	.	-4	0.3	0	5	104	.	7
O=C(Nc1ccncc1)c1cccc(S(=O)(=O)N2CCc3ccccc32)c1	6	88	-23	0.8	0	11	98	90	-1
Cc1cccc(C)c1NC(=O)CNC(=O)c1cccc(S(=O)(=O)NCc2cccs2)c1	0	86	-2	.	0	6	104	89	4
CCCCOC(=O)CCNc1n[nH]c(=O)[nH]c1=O	-2	107	29	0.1	7	2	86	103	0
O=C(C1CCC1)N1CCCc2cc(S(=O)(=O)N3CCN(c4ccccc4)CC3)ccc21	2	101	5	0.1	2	-4	81	107	-2
COc1ccc(Cn2c(O)c(C=Nc3ccc(C)cc3)c3ccccc3c2=O)cc1	4	106	4	-0.9	1	4	86	111	1
O=C(NCCCn1ccnc1)c1ccc(COc2ccccc2)o1	2	102	-26	-0.9	0	7	93	113	4
CC(Oc1cccc(Cl)c1)C(=O)N1CCN(c2ncccn2)CC1 (stereo not given)	6	104	7	.	1	-1	89	88	4
Cc1ccc(CNC(=O)CCNS(=O)(=O)c2ccc(C)cc2)cc1	-2	91	7	0.6	0	0	108	94	-5
CC(C)c1ccc(NC(=O)CCC(=O)NCc2ccco2)cc1	6	104	8	-1.0	3	2	84	104	-4
CCNC(=S)N/N=C/c1c(Cl)cccc1Cl	-4	94	4	2.2	2	4	103	104	11
CCC1CN(C(=O)N2CCC(C(=O)NCCc3ccccc3OC)CC2)c2ccccc2O1 (stereo not given)	6	97	8	1.7	0	-3	86	105	5
O=C(COc1ccccc1)Nc1ccc(N2CCN(C(=O)c3cccs3)CC2)cc1	10	102	8	.	0	3	98	101	8
COc1ccc(NC(=O)CN(C)CC(=O)Nc2ccc(Cl)c(S(=O)(=O)N(C)C)c2)cc1	-2	98	1	0.1	0	-1	104	99	-4
CCCN1CCN(CC(=O)Nc2nncs2)CC1	1	102	12	-0.2	2	11	101	110	1
CCn1c(CC(=O)Nc2cccc(OC)c2)nnc1SCC(=O)Nc1nccs1	-2	95	3	1.3	1	-2	94	98	9
O=C(CSc1ncccn1)NCCC1=CCCCC1	-2	112	2	-0.5	2	3	100	115	0
CCOC(=O)c1sc2ncn(C(C)C(=O)OCC)c(=O)c2c1C (stereo not given)	2	92	2	-3.0	0	1	77	97	9

Given with two lines to a compound: entries from further up.
Each structure is followed by: BCLXL inh | AGP1 TOR yeast | VLA-4 inh | MEX-5 binding | GRK2 aptamer HTS | GLD-1 RNA inh | CR mimetic SO | CIT2 TOR yeast | MCL1-BIM inh
- CCNC(=S)N/N=C/c1c(Cl)cccc1Cl
 : -4 | 94 | 4 | 2.2 | 2 | 4 | 103 | 104 | 11
- CCC1CN(C(=O)N2CCC(C(=O)NCCc3ccccc3OC)CC2)c2ccccc2O1 (stereo not given)
 : 6 | 97 | 8 | 1.7 | 0 | -3 | 86 | 105 | 5
- O=C(COc1ccccc1)Nc1ccc(N2CCN(C(=O)c3cccs3)CC2)cc1
 : 10 | 102 | 8 | . | 0 | 3 | 98 | 101 | 8
- COc1ccc(NC(=O)CN(C)CC(=O)Nc2ccc(Cl)c(S(=O)(=O)N(C)C)c2)cc1
 : -2 | 98 | 1 | 0.1 | 0 | -1 | 104 | 99 | -4
